KDM4C inh: inhibitors of GASC-1 (KDM4C) histone demethylase, primary screen, biochemical, single concentration HTS | actives 0.15% (n = 96,000) | GST-KDM4C 2-372, H3K9me3 peptide, LANCE TR-FRET | Lysine-specific demethylase 4C (Homo sapiens), Q9H3R0 | AID 720574, 2013 | inhibition, % at 12.5 µM;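 active = mean replicate inhibition above about 25%, with at least 55% of replicates also reaching it, limit read from the data, passing the limit was not always enough; inconclusive = only one of those two conditions met; inactive = neither condition met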
Target sequence (Q9H3R0 2-372 limits assumed): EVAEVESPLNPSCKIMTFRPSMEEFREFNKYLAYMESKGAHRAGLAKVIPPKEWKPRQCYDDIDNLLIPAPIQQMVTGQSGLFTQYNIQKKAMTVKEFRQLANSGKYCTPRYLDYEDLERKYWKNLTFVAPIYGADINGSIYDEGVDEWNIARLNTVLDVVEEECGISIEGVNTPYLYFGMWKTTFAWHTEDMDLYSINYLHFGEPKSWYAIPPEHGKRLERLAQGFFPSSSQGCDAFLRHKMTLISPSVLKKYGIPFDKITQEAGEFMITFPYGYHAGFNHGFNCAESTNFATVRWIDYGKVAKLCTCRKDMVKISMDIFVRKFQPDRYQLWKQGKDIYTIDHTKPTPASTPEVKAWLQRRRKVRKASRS
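material = GST-tagged GASC-1 (JMJD2C) catalytic fragment, aa 2-372 | amount = enzyme final amount 10 nM | medium = HEPES buffer, pH 7.5, plus ascorbate | also added = H3K9me3 peptide substrate, Fe(II), 2-oxoglutarate | dosing = single dose | times = 30 min demethylation and 1 h detection at room temperature | detection = LANCE TR-FRET | read-out basis = Fall in 671/618 emission ratio as inhibition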
T cruzi growth: T. cruzi intracellular proliferation inhibitors, primary screen, cell-based, beta-gal Tulahuen parasites, NIH3T3 host, luminescence. inhibition, % at 8.34 µM. actives 5.9% (n = 77,000). T. cruzi beta-gal in NIH3T3, GalScreen luminescence, 90 h;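 active = mean inhibition above about 93%, with at least 55% of replicates each passing it, limit read from the data, passing the limit was not always enough; inconclusive = only one of those two conditions holds; inactive = neither condition holds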
Pf Dd2 inh: P. falciparum Dd2 growth inhibitors, primary screen, SYBR Green fluorescence, single dose replicates; 72 h; hits give low values; activity change, % at 10 µM; actives 2.3% (n = 94,000); AID 1159554, 2015; in the data active = activity change below about -80%; inconclusive = no clear call, values can overlap the other calls
C diff HTS: C. difficile growth inhibitors, primary screen, HTS; Clostridium difficile clinical isolate growth, OD600, 24 h; hits give low values; growth activity, negative = inhibition, % at 16 µg/mL (by protocol); actives 0.25% (n = 86,000); AID 1259249, 2017;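 active = mean growth activity at or below -80% and every replicate also at or below -80%; inconclusive = mean at or below -80% but some replicate above -80%; inactive = mean growth activity above -80%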;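 also: 0% = DMSO wells and -100% = levofloxacin 16 µg/mL wells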
Active calls of the source: *; ? = inconclusive; . = no result given; & = joins results of further samples.

SMILES	KDM4C inh	T cruzi growth	Pf Dd2 inh	C diff HTS
C[C@@H]1CN([C@@H](C)CO)C(=O)c2cc(NC(=O)C3CCCCC3)ccc2O[C@@H]1CN(C)Cc1ccc(-c2ccccc2)cc1	0.9	?	3	.
Cc1cccc(-c2ccc([C@H]3[C@H]4CN(Cc5ccncc5)CCCCN4[C@H]3CO)cc2)c1	1.8	39	-32	2
COc1cccc(S(=O)(=O)N2CC[C@@H]3[C@H](CO)Nc4ccc(C#Cc5ccccc5)cc4[C@@H]32)c1	-4.6	2	-31	2
C[C@@H]1CN([C@@H](C)CO)S(=O)(=O)c2ccc(C#CCN(C)C)cc2O[C@@H]1CN(C)Cc1ccccc1	6.8	66	-23	-1
COc1ccccc1C#Cc1cnc2c(c1)C(=O)N([C@@H](C)CO)C[C@H](C)[C@@H](CN(C)S(=O)(=O)c1cn(C)cn1)O2	-1.6	.	-11	-4
CO[C@H]1CN(C)C(=O)c2ccc(NC(=O)c3ccc(F)cc3)cc2OC[C@H](C)N(C(C)=O)C[C@H]1C	-0.5	-9	14	.
C[C@H]1CCCCO[C@H](CN(C)C(=O)Cc2ccccc2)[C@@H](C)CN([C@@H](C)CO)C(=O)c2cc(NS(=O)(=O)c3ccccc3)ccc2O1	-0.1	.	-45	.
CC(=O)N1[C@H](C(=O)N[C@@H](C)c2ccccc2)[C@@H](CO)[C@@H]2Cn3c(cccc3=O)[C@@H]21	-1.1	12	6	2
CO[C@@H]1CN(C)C(=O)c2cc(NS(C)(=O)=O)ccc2OC[C@H](C)N(C(=O)C2CCC2)C[C@@H]1C	-1.1	-5	10	.
CC(=O)N(C)C[C@H]1Oc2cc(-c3ccccc3C)ccc2S(=O)(=O)N([C@@H](C)CO)C[C@@H]1C	-2.8	58	-1	13
O=C(c1ccccc1F)N1CC(=O)N2[C@H](CO)[C@@H](c3ccc(-c4ccccc4)cc3)[C@@H]2C1	-0.5	.	-11	-3
COc1ccccc1NC(=O)N1C[C@H]2[C@@H](c3ccccc31)[C@@H](CO)N2Cc1ccccc1F	-1.6	22	-6	2
C[C@H](CO)N1C[C@H](C)[C@H](CN(C)C(=O)Nc2ccc(-c3cccs3)cc2)OCc2cn(nn2)CCCC1=O	-1.3	-23	-4	.
COc1ccc(S(=O)(=O)N(C)C[C@H]2OCCCC[C@@H](C)Oc3ccc(NC(=O)Nc4c(C)noc4C)cc3C(=O)N([C@H](C)CO)C[C@@H]2C)cc1	-1.6	22	-19	-10
CO[C@H]1CN(C)C(=O)c2ccc(NC(=O)Nc3ccccc3)cc2OC[C@@H](C)N(C(=O)Nc2c(C)noc2C)C[C@H]1C	0.2	46	11	-3
O=C(N[C@@H]1CC[C@H](CCNS(=O)(=O)c2cccc(Cl)c2)O[C@H]1CO)c1ccccc1	-0.2	13	19	.
COc1ccc(NC(=O)N(C)C[C@H]2Oc3c(NC(=O)Nc4ccc5c(c4)OCO5)cccc3C(=O)N([C@@H](C)CO)C[C@@H]2C)cc1	2.6	5	-5	1
COc1ccc(C#Cc2ccc3c(c2)[C@@H]2[C@@H](CCN2C(=O)C2CCCCC2)[C@@H](CO)N3)cc1	-1.3	101*	-25	5
CCCC(=O)Nc1ccc2c(c1)C(=O)N(C)[C@@H]1CC[C@@H](CC(=O)NCCc3ccncc3)O[C@H]1CO2	1.3	-2	0	0
O=C(C[C@@H]1CC[C@H](NC(=O)Nc2ccccc2)[C@H](CO)O1)NCc1ccccn1	-2.6	15	-17	-5
CC(=O)NC[C@@H]1[C@@H](c2ccc(-c3cccc(F)c3)cc2)[C@H](CO)N1C(C)=O	-2.5	54	-11	-5
O=C(Nc1ccc(Cl)cc1)N1C[C@H]2[C@@H](c3ccccc31)[C@H](CO)N2C(=O)c1ccccn1	-0.9	35	-15	-3
CO[C@@H]1CN(C)C(=O)c2ccc(NS(=O)(=O)c3ccccc3F)cc2OC[C@@H](C)NC[C@@H]1C	0.5	.	38	0
CC(C)C(=O)Nc1ccc2c(c1)C(=O)N(C)[C@H]1CC[C@H](CC(=O)N[C@H](C)c3ccccc3)O[C@H]1CO2	0.1	-27	11	-3
COc1ccc(S(=O)(=O)N(C)C[C@@H]2OCCCC[C@@H](C)Oc3ccc(NC(=O)NC(C)C)cc3C(=O)N([C@@H](C)CO)C[C@H]2C)cc1	0.3	25	.	1
C[C@@H]1CN([C@@H](C)CO)C(=O)c2cc(NC(=O)NC3CCCCC3)ccc2O[C@@H](C)CCCCO[C@H]1CN(C)C(=O)c1ccncc1	1.2	30	28	1
C[C@H](O)C#Cc1cnc2c(c1)C(=O)N([C@@H](C)CO)C[C@H](C)[C@H](CN(C)C(=O)c1ccccc1F)O2	2.1	-16	.	0
Cc1cccc(-c2ccc([C@@H]3[C@@H](CO)N4C(=O)CN(C(=O)NC5CCCCC5)C[C@H]34)cc2)c1	-1.0	.	5	-10
C[C@@H]1CN([C@H](C)CO)S(=O)(=O)c2ccc(-c3ccc(C(=O)N(C)C)cc3)cc2O[C@H]1CN(C)C	1.2	-78	19	2
COc1ccc(S(=O)(=O)N(C)C[C@H]2Oc3ccc(NS(=O)(=O)c4cccs4)cc3C(=O)N([C@H](C)CO)C[C@@H]2C)cc1	0.7	-7	-23	1
CO[C@H]1CN(C)C(=O)c2ccc(NC(=O)C3CCOCC3)cc2OC[C@H](C)N(C)C[C@@H]1C	-0.4	.	-5	1
C[C@@H]1CCCCO[C@@H](CN(C)S(=O)(=O)c2ccc(Cl)cc2)[C@@H](C)CN([C@@H](C)CO)C(=O)c2cc(NC(=O)Nc3ccc(F)cc3)ccc2O1	-0.5	92	-72	-4
C[C@@H]1CCCCO[C@H](CN(C)C(=O)Nc2cccc3ccccc23)[C@@H](C)CN([C@H](C)CO)C(=O)c2cc(NC(=O)Nc3cccc4ccccc34)ccc2O1	0.6	8	-48	.
CCNC(=O)C[C@H]1CC[C@H]2[C@@H](COc3ccc(NC(=O)Nc4ccccc4Cl)cc3C(=O)N2C)O1	0.4	.	5	-1
CC(C)NC(=O)N[C@H]1C=C[C@@H](CC(=O)N2CCCCC2)O[C@H]1CO	0.2	2	10	.
C[C@H](CO)N1C[C@H](C)[C@@H](CN(C)Cc2ccc3c(c2)OCO3)Oc2ccc(NC(=O)CCCN(C)C)cc2CC1=O	0.6	-39	-12	0
C[C@H]1CCCCO[C@H](CN(C)C(=O)CCC(F)(F)F)[C@@H](C)CN([C@@H](C)CO)C(=O)c2cc(NC(=O)c3ccccc3)ccc2O1	-0.2	5	-30	-2
O=C(C[C@H]1C[C@@H]2c3cc(NC(=O)C4CCC4)ccc3O[C@@H]2[C@@H](CO)O1)NCc1ccccc1F	5.2	.	18	-1
O=C(NCC[C@@H]1CC[C@@H](NC(=O)c2cccnc2)[C@H](CO)O1)Nc1ccc(Cl)cc1	-0.2	-45	10	23
CCC(=O)N(C)C[C@H]1Oc2cc(-c3ccc(F)cc3)ccc2S(=O)(=O)N([C@H](C)CO)C[C@H]1C	2.6	72	0	-10
C[C@@H]1CCCCO[C@@H](CN(C)C(=O)CCCN(C)C)[C@H](C)CN([C@@H](C)CO)C(=O)c2cc(NC(=O)c3ccccc3)ccc2O1	2.8	49	10	-6
C[C@H]1CN([C@@H](C)CO)C(=O)c2cc(NS(=O)(=O)c3ccc(Cl)cc3)ccc2O[C@@H]1CN(C)C	-0.6	.	17	0
CC(C)CC#Cc1cnc2c(c1)C(=O)N([C@@H](C)CO)C[C@@H](C)[C@H](CN(C)S(=O)(=O)c1cccs1)O2	1.0	87	-6	-7
O=C(C[C@H]1CC[C@H]2[C@@H](COC[C@@H](O)CN2S(=O)(=O)c2cccc(F)c2)O1)NC1CCC1	-1.2	7	39	1&-4
COc1ccc(NC(=O)Nc2ccc3c(c2)CC(=O)N([C@@H](C)CO)C[C@@H](C)[C@H](CN(C)CC2CCCCC2)O3)cc1	-0.2	120*	-90*	-17
CNC[C@@H]1Oc2cc(C#CC3CCCCC3)ccc2S(=O)(=O)N([C@@H](C)CO)C[C@H]1C	-2.7	.	-59	6
COc1ccccc1CNC(=O)C[C@H]1C[C@@H]2c3cc(NC(=O)c4cccnc4)ccc3O[C@@H]2[C@H](CO)O1	1.0	30	-4	.
Cc1ccc(S(=O)(=O)Nc2ccc3c(c2)CC(=O)N([C@H](C)CO)C[C@H](C)[C@H](CN(C)S(C)(=O)=O)O3)cc1	0.0	36	35	6
O=C(Cc1ccccn1)NCC[C@@H]1CC[C@H](NS(=O)(=O)c2ccccc2)[C@H](CO)O1	-1.8	2	-1	0
CC(C)NC(=O)Nc1ccc2c(c1)C(=O)N([C@H](C)CO)C[C@@H](C)[C@H](CN(C)CC1CCCCC1)OCCCC[C@H](C)O2	2.9	68	-18	.
Other structures
SMILES	KDM4C inh	T cruzi growth	Pf Dd2 inh	C diff HTS
O=C(NCCN1CCCC1)[C@@H]1[C@@H](CO)[C@@H]2Cn3c(cccc3=O)[C@H]1N2C(=O)c1ccccc1	3.2	65	.	15
C[C@H](CO)N1C[C@H](C)[C@H](CN(C)S(=O)(=O)c2ccccc2)Oc2c(NC(=O)CCCCCC(=O)Nc3ccccc3N)cccc2C1=O	-1.6	.	-73	-10
CN1CCN(C(=O)C[C@@H]2CC[C@H]3[C@@H](COC[C@H](O)CN3Cc3cccc(Cl)c3)O2)CC1	2.4	-8	-13	.
C[C@@H]1CCCCO[C@@H](CN(C)S(=O)(=O)c2cn(C)cn2)[C@H](C)CN([C@H](C)CO)C(=O)c2cc(NC(=O)Nc3ccc4c(c3)OCO4)ccc2O1	0.2	14	-46	1
O=C(C[C@@H]1C[C@H]2c3cc(NC(=O)CC4CC4)ccc3O[C@H]2[C@H](CO)O1)NCc1ccc2c(c1)OCO2	0.5	31	-7	0
C[C@H](CO)N1C[C@H](C)[C@@H](CN(C)C(=O)NC2CCCCC2)Oc2ccc(NC(=O)CCC(F)(F)F)cc2C1=O	-0.4	19	-2	1
C[C@H](CO)N1C[C@H](C)[C@H](CN(C)CC2CCCCC2)Oc2ccc(NC(=O)Nc3ccc4c(c3)OCO4)cc2CC1=O	0.1	-26	6	-18
CN1C(=O)c2cc(NC(=O)Cc3cccs3)ccc2OC[C@H]2O[C@H](CC(=O)N[C@H]3CCN(Cc4ccccc4)C3)CC[C@H]21	-0.5	8	.	20
CC(C)NC(=O)N(C)C[C@@H]1Oc2ccc(NS(C)(=O)=O)cc2CC(=O)N([C@@H](C)CO)C[C@@H]1C	0.8	.	4	-1
COCC#Cc1ccc([C@@H]2[C@@H](CO)N3CCCCN(C(=O)CN(C)C)C[C@H]23)cc1	-0.7	106*	15	4
N#C[C@H]1[C@@H](c2ccc(C#CC3CCCCC3)cc2)[C@@H](CO)N1S(=O)(=O)Cc1ccccc1	-0.1	.	-18	65
O=C(c1ccccc1)N1CC(=O)N2[C@H](C1)[C@@H](c1ccc(C3=CCCC3)cc1)[C@@H]2CO	2.0	.	-52	-9

Structural class, those above containing a Cl atom (seven)
SMILES	KDM4C inh	T cruzi growth	Pf Dd2 inh	C diff HTS
O=C(N[C@@H]1CC[C@H](CCNS(=O)(=O)c2cccc(Cl)c2)O[C@H]1CO)c1ccccc1	-0.2	13	19	.
O=C(Nc1ccc(Cl)cc1)N1C[C@H]2[C@@H](c3ccccc31)[C@H](CO)N2C(=O)c1ccccn1	-0.9	35	-15	-3
C[C@@H]1CCCCO[C@@H](CN(C)S(=O)(=O)c2ccc(Cl)cc2)[C@@H](C)CN([C@@H](C)CO)C(=O)c2cc(NC(=O)Nc3ccc(F)cc3)ccc2O1	-0.5	92	-72	-4
CCNC(=O)C[C@H]1CC[C@H]2[C@@H](COc3ccc(NC(=O)Nc4ccccc4Cl)cc3C(=O)N2C)O1	0.4	.	5	-1
O=C(NCC[C@@H]1CC[C@@H](NC(=O)c2cccnc2)[C@H](CO)O1)Nc1ccc(Cl)cc1	-0.2	-45	10	23
C[C@H]1CN([C@@H](C)CO)C(=O)c2cc(NS(=O)(=O)c3ccc(Cl)cc3)ccc2O[C@@H]1CN(C)C	-0.6	.	17	0
CN1CCN(C(=O)C[C@@H]2CC[C@H]3[C@@H](COC[C@H](O)CN3Cc3cccc(Cl)c3)O2)CC1	2.4	-8	-13	.

Screening results from PubChem BioAssay.

The order is random, and some 7% of all compounds hit somewhere here.
